# MITF primary – inhibitors of human MITF; AlphaScreen MITF homodimerization, bead proximity signal; inhibition, % at 2.6 µM; O75030; 0.91% of 650,000 active; AID 1259374; in the data active = inhibition above about 50%;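 also: 0% = vehicle wells with protein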
# Target sequence (O75030 whole entry, looked up): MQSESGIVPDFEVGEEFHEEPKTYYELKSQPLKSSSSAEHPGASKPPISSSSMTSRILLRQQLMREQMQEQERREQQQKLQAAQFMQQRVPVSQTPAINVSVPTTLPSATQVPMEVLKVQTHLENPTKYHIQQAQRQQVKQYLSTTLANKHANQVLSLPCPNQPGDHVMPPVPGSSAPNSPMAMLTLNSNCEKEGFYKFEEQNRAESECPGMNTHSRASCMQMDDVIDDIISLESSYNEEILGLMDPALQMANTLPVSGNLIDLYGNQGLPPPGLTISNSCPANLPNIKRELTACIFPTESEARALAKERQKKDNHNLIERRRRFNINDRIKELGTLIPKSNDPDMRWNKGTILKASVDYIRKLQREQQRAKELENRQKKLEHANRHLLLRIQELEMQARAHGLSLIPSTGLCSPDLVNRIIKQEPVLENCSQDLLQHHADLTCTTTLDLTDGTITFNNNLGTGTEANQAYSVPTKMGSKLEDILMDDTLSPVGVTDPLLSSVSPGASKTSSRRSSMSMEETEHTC
# FBW7 act – human FBW7 E3 ligase activation, primary screen | AID 1259310 | Q969H0 | normalized activity (activation), % at 26.1 µM | AlphaScreen FBW7–phospho-cyclin E peptide binding, activator screen | 0.13% of 650,000 active; in the data active = normalized activity above about 1.9%;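 also: purified mutant Fbw7 with reduced substrate affinity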
# TEAD-YAP inh – TEAD-YAP interaction inhibition. 1.4% of 640,000 active. HEK-TIYL cells, TEAD-Gal4/YAP UAS-luciferase luminescence. inhibition, % at 9.12 µM. AID 1259422; in the data active = inhibition above about 32%;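 also: 0% = median of test compound wells and 100% = reference inhibitor wells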
# GPR151 activ – activators of human GPR151. Q8TDV0. PathHunter beta-arrestin GPR151 cells, luminescence. activation, % at 11.2 µM. 1% of 650,000 active. AID 1508602; in the data active = activation above about 4.9%;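 also: 0% = median of compound wells and 100% = cells with positive control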
# Target sequence (Q8TDV0 whole entry, looked up): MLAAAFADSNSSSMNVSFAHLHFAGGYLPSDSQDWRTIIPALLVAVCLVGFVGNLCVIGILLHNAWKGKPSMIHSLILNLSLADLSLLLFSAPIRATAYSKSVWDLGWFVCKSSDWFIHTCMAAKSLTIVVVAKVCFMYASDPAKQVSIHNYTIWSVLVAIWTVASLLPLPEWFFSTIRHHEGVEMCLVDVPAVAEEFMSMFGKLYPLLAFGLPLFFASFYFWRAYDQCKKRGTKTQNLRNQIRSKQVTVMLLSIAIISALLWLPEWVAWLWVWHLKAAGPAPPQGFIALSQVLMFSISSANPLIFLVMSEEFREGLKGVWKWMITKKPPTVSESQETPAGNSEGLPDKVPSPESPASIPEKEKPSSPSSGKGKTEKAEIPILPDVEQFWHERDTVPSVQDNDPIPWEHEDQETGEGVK
# The depositor's hits bear a star. Outcome played no part in choosing rows; 3.5% or so of the library scored in one or more.
# Values run as follows: MITF primary	FBW7 act	TEAD-YAP inh	GPR151 activ
CC(Oc1ccccc1)C(=O)Nc1c2c(nn1-c1ccc([N+](=O)[O-])cc1)CSC2 (configuration not stated)
 : 7	-0.1	-6	0.7
COc1ccccc1NC(=O)CN(c1ccc(C)cc1C)S(C)(=O)=O
 : 16	0.7	5	1.9
CCOc1ccc(-c2csc(NC(=O)CCCOc3ccc(C(C)(C)C)cc3)n2)cc1
 : -14	0.1	1	2.9
CCOC(=O)/C=C1/NC2(CCCC2)Cc2cc(OC)c(OC)cc21
 : 5	-0.2	-2	-0.3
COc1cccc(C=O)c1OC(=O)c1ccccc1Cl
 : 9	1.6	-2	-0.8
CCOC(=O)C1CCN(C(=O)CCc2ccccc2)CC1
 : 5	0.9	7	-0.9
CC(=O)Oc1ccc2c(C(F)(F)F)cc(=O)oc2c1C
 : 0	-0.1	12	0.9
CSCCC(NC(N)=O)C(=O)Nc1ccc(-c2ccccc2)cc1 (configuration not stated)
 : -2	-0.2	-18	1.6
O=C1CSC(c2ccc(Cl)cc2Cl)N1c1ccc(Cl)cn1 (configuration not stated)
 : 10	0.2	-3	-2.2
Cn1c(Nc2cc(C(=O)NCc3cccnc3)ccn2)nc2ccccc21
 : 25	0.3	-6	-0.7
CCOC(=O)c1sc2ccc(S(=O)(=O)N3CCCCC3)cc2c1N
 : -15	0.6	0	-1.1
O=C(CSc1ccnc(=O)[nH]1)N1CCCc2ccccc21
 : -3	0.0	20	2.0
CCCCC(=O)Nc1ccc(-c2nc3cc4ccccc4cc3[nH]2)cc1
 : -18	-0.2	-81	-0.4
CCOc1ccccc1OCCCN1CCCC(C)C1 (configuration not stated)
 : 24	-0.3	6	-0.9
COc1cccc(NC(=O)c2ccc(-c3cc(C)cs3)nc2N2CCOCC2)c1
 : -5	-0.1	-6	0.0
Cc1nc(NC(=O)c2cccc(Cl)c2)sc1C(=O)N(C)C
 : -18	-0.3	-39	-1.4
COc1cc(CN2CCN(CCOCCO)CC2)c([N+](=O)[O-])cc1OC
 : -28	-0.1	1	-0.9
CC(C)CCNC(=O)c1cc(S(=O)(=O)N2CCOCC2)ccc1F
 : -4	-0.1	-4	-0.3
Cc1ccc(NC(=O)Cn2cnc3sc(C(=O)N4CCN(Cc5ccc6c(c5)OCO6)CC4)c(C)c3c2=O)cc1Cl
 : 2	0.0	1	0.4
CCNc1nc(OC)nc(SCC(=O)Nc2ccccc2)n1
 : 6	-0.2	0	1.8

# Record cards, from the list above.
# Record of CCCCC(=O)Nc1ccc(-c2nc3cc4ccccc4cc3[nH]2)cc1 → MITF primary = -18; FBW7 act = -0.2; TEAD-YAP inh = -81; GPR151 activ = -0.4
# Record of CC(Oc1ccccc1)C(=O)Nc1c2c(nn1-c1ccc([N+](=O)[O-])cc1)CSC2 (configuration not stated) → MITF primary = 7; FBW7 act = -0.1; TEAD-YAP inh = -6; GPR151 activ = 0.7

# Carrying on.
# Values run as follows: MITF primary	FBW7 act	TEAD-YAP inh	GPR151 activ
COc1ccc(C2=NN(c3ccc([N+](=O)[O-])cc3)C(=O)/C2=C\c2cc(OC)c(O)c(OC)c2)cc1
 : -8	-0.2	-1	1.9
C=CCOc1ccc(/C=N/NC(=O)C(=O)Nc2cccc(Br)c2)cc1OC
 : -9	0.0	-12	-0.4
CC(=O)C1=C(O)C(=O)N(c2ccc(O)cc2)C1c1ccc(Cl)cc1 (configuration not stated)
 : 0	-0.2	-10	-1.9
CC(C)C(=O)Nc1cccc(-c2nc3ccccc3o2)c1
 : -1	-0.1	-15	0.5
COc1ccc(C(=O)NNC(=O)C2CCCN(c3ncccn3)C2)cc1 (configuration not stated)
 : 14	0.0	7	0.6
CCOC(=O)c1c(N)sc(C(=O)Nc2cc(C(F)(F)F)ccc2Cl)c1C
 : -1	0.0	-18	1.3
CCC12CN3CC(CC)(CN(C1)C3c1ccc(O)cc1)C2=O (configuration not stated)
 : -3	0.0	6	0.3
CC1CCCC(C)N1Cn1nc2c(Cl)cc(Cl)cn2c1=S (configuration not stated)
 : -2	-0.1	8	0.6
O=C(N/N=C/c1cccc([N+](=O)[O-])c1)c1cc(-c2ccco2)[nH]n1
 : -2	-0.3	2	1.8
O=C(Nc1cccc(Br)c1)C1CCCCC1
 : 2	-0.1	-5	-0.4
Cn1c(=O)c2[nH]c(-c3ccccc3)c(O)c2n(C)c1=O
 : 13	0.1	21	0.5
Cc1ccc(CNC(=O)CCCn2c3ccccc3c3cn[nH]c(=O)c32)cc1
 : -20	-0.2	6	-0.3
CCOC(=O)C1C(=O)OC(C)(C)C1C(C)C(=O)c1ccc(Br)cc1 (configuration not stated)
 : 6	0.8	9	0.8
Clc1ccc(-c2nnc(-c3cccc(Br)c3)o2)cc1
 : -8	-0.3	-6	-0.7
CCOCCCNC(=O)CCCn1c(=O)[nH]c2ccsc2c1=O
 : 0	-0.1	-8	3.9
CCc1ncc(C(O)(c2ccccc2)c2ccc(C)cc2)n1C (configuration not stated)
 : 1	0.1	-2	0.6
COc1ccc(C(=O)NC(=S)N2CCC(C)CC2)cc1
 : -11	-0.2	-4	-1.3
COc1ccc(OC)c(/C=C2\SC(=Nc3ccccc3)NC2=O)c1
 : 6	0.1	8	0.4
CCOc1cc(C2NC(=O)c3c(sc4c3CCN(C)C4)N2)ccc1O (configuration not stated)
 : 0	-0.1	1	-0.6
COc1ccc(C(=O)C2CCN(S(=O)(=O)c3ccc(Cl)cc3)CC2)cc1
 : 26	1.2	-8	-0.8

# Among those listed so far, these have a thiophene ring, fused or not:
# Values run as follows: MITF primary	FBW7 act	TEAD-YAP inh	GPR151 activ
CCOC(=O)c1sc2ccc(S(=O)(=O)N3CCCCC3)cc2c1N
 : -15	0.6	0	-1.1
COc1cccc(NC(=O)c2ccc(-c3cc(C)cs3)nc2N2CCOCC2)c1
 : -5	-0.1	-6	0.0
Cc1ccc(NC(=O)Cn2cnc3sc(C(=O)N4CCN(Cc5ccc6c(c5)OCO6)CC4)c(C)c3c2=O)cc1Cl
 : 2	0.0	1	0.4
CCOC(=O)c1c(N)sc(C(=O)Nc2cc(C(F)(F)F)ccc2Cl)c1C
 : -1	0.0	-18	1.3
CCOCCCNC(=O)CCCn1c(=O)[nH]c2ccsc2c1=O
 : 0	-0.1	-8	3.9
CCOc1cc(C2NC(=O)c3c(sc4c3CCN(C)C4)N2)ccc1O (configuration not stated)
 : 0	-0.1	1	-0.6

# Remaining list, next part:
# Values run as follows: MITF primary	FBW7 act	TEAD-YAP inh	GPR151 activ
Cc1ccc(CS(=O)(=O)c2cn(CC(=O)NC(C)(C)C)c3ccccc23)cc1
 : -12	0.1	-5	1.2
CC(C)(C)c1ccc(C(=O)Oc2cc(N)n(S(=O)(=O)c3ccc(F)cc3)n2)cc1
 : 5	-0.1	-7	-1.2
CN(CCNC(=O)CC1Oc2ccccc2NC1=O)C1CCCCC1 (configuration not stated)
 : -1	-0.1	-6	-1.9
Cc1ccc(CN(C)C(=O)CC2C(=O)NCCN2CC2CCCCC2)o1 (configuration not stated)
 : 10	0.5	8	0.1
COCCNC(=O)Cn1c(=O)oc2cc(S(=O)(=O)N3CC(C)CC(C)C3)ccc21 (configuration not stated)
 : 11	-0.1	-1	1.0
COc1ccc(CN2CCN(Cc3ccco3)CC2)c(OC)c1OC
 : 55*	-0.1	0	-1.4
CCCCNC(=O)CCNC(=O)Cn1ccc2ccccc2c1=O
 : 7	0.1	1	0.1
CC1CCC(C(C)C)C(OC(=O)CSc2cccc[n+]2[O-])C1 (configuration not stated)
 : -10	-0.5	-13	4.9*
CC(C)(C)OC(=O)N1CC(O)CC1C(=O)Nc1ccc(I)cc1 (configuration not stated)
 : 11	0.0	-3	1.0
CC(=O)c1ccc(NC(=O)COc2cccc3ccccc23)cc1
 : -2	-0.1	5	0.4
O=C(Nc1cccc(Cl)c1)Nc1ccc(I)cc1F
 : 13	0.0	-5	-0.3
CCc1cccc2c(/C=C3\C(=O)Nc4ccccc43)c[nH]c12
 : 1	-0.1	-69	1.9
CC(=O)Nc1ccc(NC(=O)COc2ccc(S(C)(=O)=O)cc2[N+](=O)[O-])cc1
 : -7	-0.1	-6	2.6
CC(O)c1ccc(NC(=O)[C@H]2C[C@@H](c3cccs3)NS(=O)(=O)N2C)cc1 (some centres not stated)
 : 11	1.1	4	-1.1
CN(C)/C=C1/CCc2c([nH]c3ccccc23)C1=O
 : -4	0.0	12	1.0
COc1ccc2c(Cl)c(C(=O)N/N=C/c3cccnc3)sc2c1
 : -6	-0.2	10	0.5
CCN(CC)C(=O)CSc1nc(C)cc(-c2cccs2)c1C#N
 : -1	-0.1	-10	0.1
OC1CCCN(c2ncn(-c3ccc(Nc4nccc(-c5cccc(N6CCOCC6)c5)n4)cc3)n2)C1 (configuration not stated)
 : -10	1.4	83*	0.0
O=S(=O)(Nc1ccccc1F)c1cc(Cl)ccc1Cl
 : -3	0.0	2	-0.2
C=CCn1c(CCCNC(=O)COc2ccccc2)nc2ccccc21
 : 3	0.0	-6	-0.1

# The list continues.
# Values run as follows: MITF primary	FBW7 act	TEAD-YAP inh	GPR151 activ
C=CCN(CC=C)C(=O)CCc1nnc(CCc2ccccc2OC)o1
 : 2	-0.2	-33	-0.3
Cc1ccccc1-n1ncc2c(=O)n(Cc3ccccn3)cnc21
 : 10	-0.1	-4	0.5
CN1C(=O)[C@H]2CN(Cc3ccccn3)CCN2C(=O)[C@@H]1Cc1ccccc1
 : 19	0.7	5	0.4
N#CC1=C(N)SC(N)=C(C#N)C1c1cccc2ccccc12
 : 17	-0.4	-14	-1.1
CN(C1CCCCC1)S(=O)(=O)c1cccc(C(=O)NNC(=O)c2cccs2)c1
 : 0	0.0	-4	-0.6
O=C1N[C@H](Cc2ccccc2)C(=O)N2CCN(Cc3ccccc3)C[C@H]12
 : -2	0.0	1	0.1
COc1nc(-c2ccccc2Cl)nc2ccccc12
 : 5	0.1	1	5.2*
N#CC1(C#N)[C@@H]2c3ccccc3C=CN2[C@@H](C(=O)c2cccs2)[C@@H]1c1ccsc1
 : 23	0.0	-11	-2.3
N/C(=N\OC(=O)CCCc1ccccc1)c1cccc([N+](=O)[O-])c1
 : 17	-0.1	0	-1.2
CCOC(=O)c1ccc(NC(=O)NC(C)c2ccc(OCC)cc2)cc1 (configuration not stated)
 : -3	1.0	-8	-0.7
COc1ccc(-c2nc3c(NCCN(C(C)C)C(C)C)ncnc3n2C(C)C)cn1
 : 5	-0.1	-1	-0.3
CCOC(=O)c1sc2nc(C)ccc2c1N
 : -11	0.0	-32	0.7
O=C(NC1CC1)c1ccc(Cl)c(NC2=NC3CS(=O)(=O)CC3S2)c1 (configuration not stated)
 : 10	-0.1	4	0.0
COC(=O)N/N=C/c1cn(CCOc2cccc(OC)c2)c2ccccc12
 : 9	-0.1	-23	1.0
O=C(CCN1CCN(C/C=C/c2ccccc2)CC1)Nc1ccc(F)c(F)c1
 : 11	0.8	5	0.7
COc1ccc(Cl)c(Cn2c(N3CCN(C)CC3)nc3c2c(=O)n(C)c(=O)n3C)c1
 : -18	0.0	-6	-1.7
CCOC(=O)N1CCN(c2c(N3CCN(C)CC3)c(=O)c2=O)CC1
 : 6	0.4	5	-0.4
CCOC(=O)c1ccc(NC(=O)N2CCN(c3ccccn3)CC2)cc1
 : -1	0.0	-6	-0.8
CC(C)c1ccc(N(C)C(=O)c2cn(-c3ccc(F)cc3F)c(=O)c3ccccc23)cc1
 : 12	0.4	-2	-1.3
CC(NC(=O)CCS(=O)(=O)Cc1ccc(Cl)cc1)c1ccccc1 (configuration not stated)
 : 3	-0.1	6	3.8

# Continued:
# Values run as follows: MITF primary	FBW7 act	TEAD-YAP inh	GPR151 activ
Oc1ccc(CCNc2nc(-c3ccccc3)nc3nc[nH]c23)cc1
 : 3	0.1	0	0.6
Cc1cc(-c2nccnc2NCCCN2CCOCC2)cc(C)c1O
 : 0	0.0	6	1.7
O=C(CSCc1ccc([N+](=O)[O-])cc1)Nc1cc(C(=O)O)cc(C(=O)O)c1
 : -5	0.1	3	1.2
CC1(C)CC(O)CC(C)(C)N1CC(O)COc1ccc(Cl)cc1Cl (configuration not stated)
 : 8	-0.1	6	1.1
O=C(CC1SCCNC1=O)Nc1ccccc1Cl (configuration not stated)
 : -7	-0.1	-3	-0.8
C[C@@H](O)[C@@H]1NC(=O)[C@@H]2C[C@H](NCc3ccc(F)cc3F)CN2C1=O
 : 2	-0.1	0	0.1
COc1ccc(C2Oc3c(OC)cccc3C3CC(c4ccco4)=NN32)cc1 (configuration not stated)
 : 13	0.0	-68	-1.3
COC(=O)c1ccccc1Oc1c(F)c(F)nc(N2CCOCC2)c1F
 : 1	-0.3	10	-1.4
Fc1ccc(-c2nc3cnccn3c2NC2CCCCC2)cc1
 : 3	0.2	0	-0.5
CCOc1ccc2nc(NC(=O)Cn3ncc4c3-c3ccccc3OC4)sc2c1
 : 3	-0.2	-12	3.9
CC(=O)Nc1ccc(CN2CCCC(CO)(Cc3cccc(Cl)c3)C2)cc1 (configuration not stated)
 : -8	0.0	-10	-0.1
N=C1S/C(=C\c2ccc(O)cc2)C(=O)N1c1ccc(F)cc1
 : -2	0.3	-7	-0.2
CC(=O)c1cccc(NC(=O)N2CCCc3ccccc32)c1
 : 6	0.0	14	0.1
COc1ccc2c(=O)c(Oc3ccccc3F)c(C)oc2c1C
 : -10	0.2	-6	0.6
CN1C(=O)/C(=C/c2ccccc2Cl)SC1=S
 : -2	-0.1	0	0.0
C=CCOC(=O)C1=C(C)NC(C)=C(C(=O)OCC=C)C1c1ccc(C(=O)OC)cc1
 : -9	0.0	-4	-0.1
CC(=O)C1=C(O)C(=O)N(C)C1c1ccc(Cl)cc1 (configuration not stated)
 : -1	0.0	-2	1.2

# Source: PubChem BioAssay (The Scripps Research Institute Molecular Screening Center)
